# ARNT-TACC3 inh: disrupts binding between human ARNT and TACC3. 0.66% of 390,000 active. AlphaScreen His-ARNT PAS-B/GST-TACC3 binding, luminescence; TACC3 fragment carries E629A point mutation. AID 623870. inhibition, % at 9.99 µM;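 active = mean inhibition of replicates at least 50% and at least half of replicates each reaching 50%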;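 note: 0% = complete ARNT plus TACC3 wells and 100% = ARNT alone without TACC3; many hits fall short of the cut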
# INS-1E GSIS act: GLuc luminescence reporter in INS-1E cells, primary screen for activators of glucose-dependent secretion of insulin; activation, % at 16.6 µM; AID 743287; INS-1E GLuc reporter insulin secretion, 2-3 h; 0.61% of 370,000 active;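 active = lowest replicate activation of at least 40%, so every replicate reaches that level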;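 note: 0% = median of neutral control wells and 100% = median of IBMX positive control wells; some compounds called inactive have numbers as strong as hits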
# Xi reactivation: X-chromosome reactivation activator; XiGFP mouse fibroblasts, % GFP-positive cells imaging, 3 d; cells co-treated with 5-aza-dC sensitizer; scaled so ellipticine positive control = 100%; 0.055% of 360,000 active; activation, % at 7.58 µM;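 active = mean normalized replicate activation at least 10% and every replicate at or above 10%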;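 note: 0% = median of on-plate neutral control wells and 100% = ellipticine 6 µM median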
#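 System: 68-5-11 XiGFP fibroblast line; Timing: 3 days compound exposure; Compound dosing: one concentration, pinned; Benchmarks: positive control ellipticine, 6 µM final; Buffer or medium: DMEM containing 5-aza-dC.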
# * = called active by the depositor. Only part of the results is shown; count on the stated rates, not on these rows.
SMILES,ARNT-TACC3 inh,INS-1E GSIS act,Xi reactivation
CCOc1ccccc1NC(=O)/C(C#N)=C/c1c(C)nn(-c2ccccc2)c1Cl,4.1,-11.6,-0.1
CC(C)c1nccn1S(=O)(=O)c1cccc([N+](=O)[O-])c1,-6.9,-4.4,0.1
Cc1nn2c(CN(C(=O)CN3CCOCC3)c3ccccc3)nnc2c2ccccc12,-1.2,10.3,-0.1
Cc1ncc([N+](=O)[O-])n1Cc1cccc2ccccc12,-7.4,5.7,-0.1
Cc1ccc(S(=O)(=O)N2CCCOC2CNC(=O)C(=O)NCc2cccnc2)cc1 (stereo unspecified),0.8,6.2,0.1
Cn1cc(C(=O)N2CCc3ccccc32)cn1,-5.5,5.3,-0.2
CCCCNC(=S)NNC(=O)c1csc(C)c1CC,-6.4,-5.7,-0.1
COc1ccccc1Nc1nnc(SCC(=O)NC(=O)Nc2ccc3c(c2)OCCO3)s1,-0.1,80.7*,0.0
CCOc1ccc2nc(/N=C/c3nc(-c4ccc(Br)cc4)oc3O)sc2c1,-7.3,-2.9,0.0
O=C(O)C1C2CCC(O2)C1C(=O)NCc1ccc(Cl)cc1 (stereo unspecified),-3.0,-4.6,0.0
CSCC[C@H](NC(=O)c1cccc([N+](=O)[O-])c1C)c1nc2ccccc2[nH]1,-4.7,-6.0,0.4
CCOC(=O)c1nnc(-c2ccc(C)cc2)nc1N1CCSCC1,11.4,-9.7,0.1
CCn1nnnc1-c1ccc(OC)c(S(=O)(=O)Nc2ccc(C)c(C)c2)c1,-3.5,3.3,0.0
O=C(/C=C/c1ccc(Cl)c(Cl)c1)NCc1ccco1,8.7,-4.5,0.0
O=C(O)c1cc([N+](=O)[O-])ccc1N1CCCCC1,-16.2,-10.5,-0.4
CCOC(=O)Cn1c(=NC(=O)c2cccs2)sc2cc(C(=O)OC)ccc21,-0.9,89.6*,0.4
CCCCCCn1c(O)c(/C=C2\C=NN=C2c2ccccc2)sc1=S,1.6,164.2*,0.0
CN(CCOC(=O)c1ccccc1)Cc1ccccc1,-8.7,16.7,-0.2
CCc1ccc(OCCOCC(O)CNC(C)CC)cc1 (stereo unspecified),-4.3,-17.6,0.0
CCOc1c(/C=C(\C#N)C(N)=O)c2ccccc2n1CC,-3.6,3.4,0.1

# The final 2 entries of the section above come first, to join the parts.
SMILES,ARNT-TACC3 inh,INS-1E GSIS act,Xi reactivation
CCc1ccc(OCCOCC(O)CNC(C)CC)cc1 (stereo unspecified),-4.3,-17.6,0.0
CCOc1c(/C=C(\C#N)C(N)=O)c2ccccc2n1CC,-3.6,3.4,0.1
COc1cccc(NC(=O)CSC(N)=O)c1,0.2,-9.2,0.3
COc1ccc(CN2CCCC(CNC(=O)c3ccc(F)cc3)C2)c(C)c1C (stereo unspecified),-1.1,-22.3,0.0
CCCCC(=O)N/N=C(\C)CC(=O)Nc1ccccc1Br,-10.5,-16.2,0.4
Cc1c(Cl)ccc(S(=O)(=O)N2CCN=C2c2ccccc2)c1Cl,-3.4,6.0,0.1
C/C(=N/O)c1ccc2c(c1)OCCOCCOc1cc(/C(C)=N/O)ccc1OCCOCCO2,2.9,24.3,0.0
Fc1ccccc1CNC(=S)Nc1ccc(Cl)cc1,-7.4,-13.6,-0.1
Cc1ccc(SCCc2ccc(C)nc2)cc1,-6.2,3.7,0.0
COc1cc(/C=C2/SC(=S)N(CC(=O)Nc3cccnc3)C2=O)cc(OC)c1OC,-3.9,-26.6,3.7
O=C(/C=C/c1ccccc1)NC(NC(=S)Nc1cccc(O)c1)C(Cl)(Cl)Cl (stereo unspecified),6.7,-26.4,-0.1
CCNC(=S)Nc1cc(Cl)ccc1Oc1ccccc1,-9.0,-2.3,-0.1
CSCCC(NS(=O)(=O)c1ccc(Cl)cc1)C(=O)OCc1c(Cl)cccc1Cl (stereo unspecified),4.3,-12.4,0.0
CN(Cc1ccccc1)C(=O)CCc1ccccc1,1.8,14.7,-0.1
O=C(NCc1ccccc1Cl)c1cc([N+](=O)[O-])ccc1Cl,-1.1,19.6,0.1
CCOC(=O)C1=C(c2ccccc2)NC(=S)NC1c1ccc(C)c([N+](=O)[O-])c1 (stereo unspecified),1.1,-14.2,-0.1
COc1ccc(-c2csc(NC(=O)COc3ccc(N(C)S(=O)(=O)c4ccc(C)cc4)cc3)n2)cc1,-3.0,-4.2,0.1
COc1ccc(CCNC(=O)COC(=O)C2CCCCC2)cc1,0.5,9.3,0.0
O=C(N/N=C/C1CC2CCC1C2)c1ccc2c(c1)OCO2 (stereo unspecified),4.1,21.2,-0.1
Cc1ccccc1CCN(C(=O)Cn1nnc2ccccc21)C(C(=O)NCC1CCCO1)c1nc2ccccc2n1C (stereo unspecified),-4.1,-6.2,0.0
Cc1cccc(C(=O)NCCc2ccc(S(N)(=O)=O)cc2)c1[N+](=O)[O-],-1.9,18.1,-0.1
CN1CCN(Cc2nc3ccccc3c(=O)n2Cc2nc(-c3ccc([N+](=O)[O-])cc3)cs2)CC1,-0.3,-6.5,0.1

# Ordered by length of the SMILES (low to high): 4 of the compounds above.
SMILES,ARNT-TACC3 inh,INS-1E GSIS act,Xi reactivation
Cn1cc(C(=O)N2CCc3ccccc32)cn1,-5.5,5.3,-0.2
Cc1ncc([N+](=O)[O-])n1Cc1cccc2ccccc12,-7.4,5.7,-0.1
O=C(O)C1C2CCC(O2)C1C(=O)NCc1ccc(Cl)cc1 (stereo unspecified),-3.0,-4.6,0.0
CC(C)c1nccn1S(=O)(=O)c1cccc([N+](=O)[O-])c1,-6.9,-4.4,0.1

# More compounds follow.
SMILES,ARNT-TACC3 inh,INS-1E GSIS act,Xi reactivation
COc1ccc(/C=N/Nc2nc(-c3cccc(S(=O)(=O)N4CCCC4)c3)cs2)cc1OC,-25.1,-9.5,0.3
CC(C)Nc1nnc(Sc2ccc(Cl)cc2[N+](=O)[O-])s1,2.0,35.5,0.0
COc1ccc2c(c1)c(CC(=O)Nc1ccccc1OC)c(C)n2C(=O)c1ccc(Cl)cc1,-3.0,-22.2,-0.1
CN1CCN(CCC(=O)N/N=C/c2cc([N+](=O)[O-])ccc2O)CC1,74.9*,-1.0,0.2
CCOCCN1CCN(C(=O)CN2CCCC2=O)CC1,-8.0,-0.8,0.0
COc1cc(CCN2C(=O)c3cccc4cccc(c34)C2=O)c(S(=O)(=O)NCCO)cc1OC,-11.8,14.8,0.0
CCC1CCc2c(sc(NC(=O)C3c4ccccc4Oc4ccccc43)c2C(N)=O)C1 (stereo unspecified),-10.3,-17.3,0.1
COc1ccc(/C=C(/NC(=O)/C=C/c2ccccc2)C(=O)N2CCOCC2)cc1,-4.2,-18.4,-0.2
CC(C)c1ccc(Nc2nnc(SCC(=O)c3nnc(-c4ccccc4)o3)s2)cc1,4.1,10.9,-0.2
COCCCN(C(=S)Nc1cc(C)cc(C)c1)C(C)c1ccncc1 (stereo unspecified),-0.5,11.1,-0.4
COc1ccccc1NS(=O)(=O)c1ccc2oc(SCc3ccc(C#N)cc3)nc2c1,-7.7,-7.8,0.1
N#C/C(=C\c1ccco1)c1nc2ccccc2s1,13.1,1.5,0.3
CC(C)(C)c1cc(C(=O)N/N=C/c2ccccc2O)n(-c2ccccc2)n1,28.2,-1.0,0.3
Cc1ccc(-n2cccc2/C=C2/C(=N)N3C(=NC2=O)SN=C3S(C)(=O)=O)cc1,0.8,12.2,0.2
O=C(N/N=C/c1cccn1-c1cccc(C(=O)O)c1)Nc1ccccc1,7.2,0.6,0.0
O=[N+]([O-])c1ccc2nc(NCCCO)nc(-c3ccccc3)c2c1,15.8,22.2,0.1
Cc1c(C2C(C#N)=C(N)N(c3ccccc3C#N)C3=C2C(=O)CCC3)cnn1C (stereo unspecified),9.8,11.9,-0.1
CCn1ncc(CNC(=O)C2(C)CC2(Br)Br)c1C (stereo unspecified),-7.9,23.2,0.1
COc1cccc(/C=N/NC(=O)CSc2ccccc2C)c1OC,-10.6,-6.2,0.0
CCOC(=O)c1sc2nc(C)nc(SCC(N)=O)c2c1C,-3.9,13.1,0.0
Cc1[nH]c2ccccc2c1C(=O)COC(=O)Cn1c(C)nc2ccccc21,28.7,-1.4,0.2
CCOC(=O)c1c(/N=C/C2=C(O)CCCC2=O)sc(C)c1C,-25.7,18.6,0.2
O=C(COC(=O)c1ccc(O)cc1)Nc1ccccc1-c1ccccc1,-8.1,10.1,0.7
O=C(COC(=O)c1sc2ccccc2c1Cl)NC1CCCCC1,-16.8,6.9,1.2
COC(=O)c1sccc1NC(=O)c1ccccc1[N+](=O)[O-],-2.4,18.5,0.0
O=C(Cc1ccc(Br)cc1)N1CCN(c2ccccn2)CC1,0.9,-1.2,0.0
COc1ccccc1OCc1nc(-c2ccc([N+](=O)[O-])cc2)no1,-7.4,26.3,-0.1
CC1=NN(c2ccccc2)C(=O)C1c1ccccc1 (stereo unspecified),-3.6,0.7,0.1
Cn1c(CCCOc2ccc(Cl)cc2Cl)nnc1SCC(=O)Nc1cccc(F)c1,-6.2,9.1,0.0
N#CC1=C(N)OC2=C(C(=O)CC(c3ccccc3)C2)C1c1cccnc1 (stereo unspecified),-8.9,47.4*,-0.1
CC(O)C(C(=O)OCc1ccc([N+](=O)[O-])cc1)N1C(=O)c2ccccc2C1=O (stereo unspecified),1.8,22.0,-0.1
Cc1nn(-c2ccccc2)c(Cl)c1C(=O)NCc1cccs1,-2.7,-1.0,0.0
Cc1ccc(/C=N/n2c(-c3cccnc3)n[nH]c2=S)s1,-5.2,40.5*,0.2
CCOC(=O)C1=C(C)NC(=S)NC1c1cccs1 (stereo unspecified),1.5,6.2,-0.2
COc1ccc(NS(=O)(=O)/C=C/c2ccccc2)cc1,-3.0,10.6,0.0
OCCCNc1nc(-c2ccc(Cl)cc2)nnc1-c1ccc(Br)cc1,3.7,-10.8,0.6
COc1cc(C2NC(=S)NC(O)(C(F)(F)F)C2C(=O)c2cccs2)cc(OC)c1O (stereo unspecified),-1.1,33.1,-0.1
Nc1c(C(=O)N/N=C/c2cccnc2)cnn1-c1ccccc1,-2.8,2.6,-0.1
Cn1c(=O)c(/C=C/c2ccccc2)nc2ccccc21,-1.2,-22.3,0.0
O=C(COc1ccc(C(F)(F)F)cc1[N+](=O)[O-])Nc1cccc(C(F)(F)F)c1,-6.2,5.5,0.0
O=C(O)CSc1c(-c2ccccc2)[nH]c2ccccc12,2.7,9.1,0.0
CC1CCN(c2ccc([N+](=O)[O-])cc2C(=O)O)CC1,-2.3,1.9,-0.2
CCCSc1ccc2nc(-c3ccccc3)cn2c1,1.8,-30.0,-0.1
Cc1ccc(Oc2cc(NC(=O)CCCn3nc([N+](=O)[O-])c(Cl)c3C)cc([N+](=O)[O-])c2)cc1,2.5,-14.7,0.0
O=C(NCCc1cccc(Cl)c1)c1cc([N+](=O)[O-])ccc1Cl,-3.1,-16.5,-0.1
CCOC(=O)/C(=C/c1ccc(OC)cc1)NC(=O)c1ccco1,-2.0,1.3,0.3
COc1cc(/C=N/NC(=S)NCc2ccco2)cc(OC)c1OC,6.6,-5.8,0.0
CCOC(=O)C(NC(=O)c1ccc(OC)cc1)(N1CCCC1=O)C(F)(F)F (stereo unspecified),-1.6,-3.6,0.3
COc1ccc(C(=O)Cc2nnc(C)s2)c(OC)c1,77.2*,-3.5,2.6
Cc1cc(NC(=O)CN2C(=O)NC3(CCC(C)CC3)C2=O)no1 (stereo unspecified),-2.4,11.6,0.3
CC(C)c1cccc(C(C)C)c1NC(=O)COC(=O)c1ccc2c(c1)S(=O)(=O)c1ccccc1C2=O,-1.4,-0.5,0.2
CC1CC1c1ccc(/C=C(\C#N)C(=O)Nc2ccc(Cl)cc2Cl)o1 (stereo unspecified),-19.4,-20.7,0.0
COc1cc(/C=C/C(=O)Nc2nnc(C(C)(C)C)s2)cc(OC)c1OC,-18.4,-2.3,0.3
N#Cc1c(N)nc2c(c1N)CC(CCl)O2 (stereo unspecified),0.3,1.5,0.2
C/C(CC(=O)NC(C)(C)C)=N\NC(=O)c1ccco1,-4.7,-10.3,0.5
C/C(=N\NC(=O)c1ccc(=O)[nH]n1)c1cccnc1,8.8,-1.1,0.0
O=C(CN1CCN(S(=O)(=O)c2ccc(Br)cc2)CC1)N/N=C/c1ccco1,-16.0,-15.9,0.1
O=C(c1cc(Cl)ccc1[N+](=O)[O-])N1CCc2ccccc2C1,2.0,4.6,6.0
O=C(NNC(=O)c1ccncc1)Nc1ccc([N+](=O)[O-])cc1,3.1,6.2,0.0
O=C(CSc1nc(-c2ccccc2)c(-c2ccccc2)[nH]1)Nc1ccc2c(c1)OCO2,31.0,-1.6,0.0
# Next records follow:
SMILES,ARNT-TACC3 inh,INS-1E GSIS act,Xi reactivation
Cc1cc(F)ccc1S(=O)(=O)N1CCCOC1CNC(=O)C(=O)NCc1ccco1 (stereo unspecified),0.0,11.3,-0.1
Cc1ccc(NC(=O)NC(=O)CSc2nnc(-c3ccc(Cl)cc3Cl)n2N)c(C)c1,-1.5,0.1,0.2
CC1CCN(Cc2nnnn2-c2cccc([N+](=O)[O-])c2)CC1,-0.7,-0.5,0.1
COc1ccc2cc(C(N)=O)/c(=N/NC(=O)c3ccco3)oc2c1,1.5,28.4,0.1
COc1cccc(C(=O)Nc2c3c(nc4c2CCC4)CCCC3)c1,-2.5,21.3,0.3
COc1cccc(NC(=S)NCc2cccnc2)c1,4.3,10.8,0.4

# Screens as filed in PubChem BioAssay.
